C2C12 statin – suppressors of simvastatin-induced myotoxicity in C2C12 myotubes | rescue of ATP level, % at 7.49 µM | ATP luminescence, 48 h; scaled: DMSO 0, geranylgeraniol control 100 | actives 0.78% (n = 330,000);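 active = mean ATP rescue above about 67%, or every replicate alone reaching that limit, limit read from the data, passing the limit was not always enough; inconclusive = no clear call, values can overlap the other calls; inactive = mean under the limit and some replicate under it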;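 also: myotubes were challenged with 10 µM simvastatin during compound exposure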
esBAF inh – blocks esBAF chromatin remodeling in mouse ES cells; Bmi1-luciferase knock-in reporter, 24 h; 100% = twice the neutral-well signal; reporter increase, % at 12.5 µM; actives 2% (n = 350,000); AID 602393; in the data active = activation above about 40%; inconclusive = no clear call, values can overlap the other calls;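 also: 0% = median of the plate's neutral control wells and 100% = double that signal; a rise in the Bmi1 reporter signal indicates esBAF inhibition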
SIRT5 block – inhibitors of human sirtuin-5 desuccinylase. Q9NXA8. Purified SirT5, succinyl-peptide AMC, trypsin-coupled fluorescence. inhibition, % at 15 µM. actives 1.1% (n = 330,000). AID 652115; in the data active = inhibition above about 15%; inconclusive = no clear call, values can overlap the other calls
Target sequence (Q9NXA8 whole entry, looked up): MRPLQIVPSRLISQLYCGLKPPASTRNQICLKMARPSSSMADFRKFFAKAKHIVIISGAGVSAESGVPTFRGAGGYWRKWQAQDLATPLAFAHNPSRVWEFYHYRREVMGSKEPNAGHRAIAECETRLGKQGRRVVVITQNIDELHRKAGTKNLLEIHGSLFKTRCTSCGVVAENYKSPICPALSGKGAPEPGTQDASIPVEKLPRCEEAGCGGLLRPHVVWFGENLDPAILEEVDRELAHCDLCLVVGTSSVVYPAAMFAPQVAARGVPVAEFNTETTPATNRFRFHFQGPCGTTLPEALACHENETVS
Cneo AK release – causes C. neoformans cell lysis; adenylate kinase release luminescence, 4 h; normalised: neutral wells 0, clomiphene wells 100; AID 651654; lysis activity, % at 15 µM; actives 0.2% (n = 360,000);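 active = mean lysis activity across replicates of at least 80%, whatever share of replicates individually reach that level; inactive = mean lysis activity below 80%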
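Assay system: log-phase C. neoformans yeast / Quantity: yeast cell density of 5 × 10^6 cells/mL / Medium: fresh YPD growth medium / Compound: single dose / Timing: static 4 h at 37 °C with compound, 1 h detection / Measured by: adenylate kinase release luminescence / Read-out: lysis from increased AK signal / Benchmarks: Clomiphene as positive lysis control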
miR-122 sensor – miR-122 inhibition in Huh7 cells; Huh7 miR-122 Renilla luciferase sensor, 48 h; neutral wells = 0, positive control = 100; activation (reporter increase), % at 12.5 µM; actives 0.3% (n = 340,000); AID 602342;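 active = mean replicate activation score at least 90 and every replicate individually at or above 90; inconclusive = only one of the two criteria met; inactive = neither criterion met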;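 also: higher luciferase means less miR-122 activity so hits act as miR-122 inhibitors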
ARNT TACC3 PPI – ARNT/TACC3 interaction disruption; Q9Y6A5; AlphaScreen His-ARNT PAS-B/GST-TACC3 binding, luminescence; TACC3 fragment carries E629A point mutation; inhibition, % at 9.99 µM; actives 0.66% (n = 390,000); AID 623870;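 active = mean inhibition of replicates at least 50% and at least half of replicates each reaching 50%; inconclusive = half or more replicates reach 50% but mean below 50%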;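 also: 0% = complete ARNT plus TACC3 wells and 100% = ARNT alone without TACC3; many hits fall short of the cut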
ERp5 inh – blocks human ERp5 reductase activity on insulin | inhibition, % at 9.99 µM | ERp5 insulin aggregation, absorbance 650 nm, 90 min | actives 0.05% (n = 350,000) | Q15084;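 active = mean replicate inhibition above about 25%, with every replicate also reaching it, limit read from the data, passing the limit was not always enough; inconclusive = only one of those two criteria met; inactive = neither criterion met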
Target sequence (Q15084 whole entry, looked up): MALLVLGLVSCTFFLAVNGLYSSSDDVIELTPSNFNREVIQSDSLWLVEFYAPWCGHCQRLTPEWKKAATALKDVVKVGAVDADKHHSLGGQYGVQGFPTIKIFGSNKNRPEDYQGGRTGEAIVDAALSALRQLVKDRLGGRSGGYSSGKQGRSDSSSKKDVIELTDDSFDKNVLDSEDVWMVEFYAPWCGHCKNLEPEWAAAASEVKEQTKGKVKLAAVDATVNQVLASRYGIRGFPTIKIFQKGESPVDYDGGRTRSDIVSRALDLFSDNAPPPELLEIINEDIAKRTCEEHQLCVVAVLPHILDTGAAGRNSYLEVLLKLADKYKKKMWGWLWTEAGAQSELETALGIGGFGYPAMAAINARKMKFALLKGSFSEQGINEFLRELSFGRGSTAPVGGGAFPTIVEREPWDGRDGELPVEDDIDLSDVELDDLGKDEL
* = called active by the depositor; ? = inconclusive; . = not tested or not shown; [ ] = dose if it differs, or a comment.

No.	compound	C2C12 statin	esBAF inh	ARNT TACC3 PPI	ERp5 inh	Cneo AK release	miR-122 sensor	SIRT5 block
1	O=C(C[C@@H]1CC[C@H](NC(=O)NC2CCCCC2)[C@H](CO)O1)NCc1ccc(Cl)cc1	3.7	2.2	-1.6	12.7	4.2	.	-2.4
2	COc1ccc(S(=O)(=O)Nc2ccc3c(c2)C(=O)N([C@H](C)CO)C[C@H](C)[C@H](CN(C)C(=O)Nc2c(C)noc2C)OCCCC[C@@H](C)O3)cc1	19.0	-4.8	-3.3	-3.9	1.5	13.9[16.7 µM]	-0.1
3	CN(Cc1ccccc1)S(=O)(=O)c1ccc(NC(=O)C2CCCCC2C(=O)O)cc1 (stereo not drawn)	3.2	0.4	.	2.9	-1.1	.	-2.0
4	O=C(Cc1ccccc1)N1CC[C@@H]2[C@H]1c1cc(C#Cc3ccccc3)ccc1N[C@@H]2CO	36.2	3.2	0.3	0.2	-10.8	-16.4[16.7 µM]	2.9
5	c1ccc(CCNc2cc(-c3ccc4ccccc4c3)nc3ccnn23)nc1	7.9	4.1	.	-2.8	4.8	-3.8	-0.8
6	CC12CCC(=O)N1C(C(=O)Nc1nc(-c3ccccc3Cl)cs1)CS2 (stereo not drawn)	6.4	?	2.3	-3.3	-0.9	0.8	-0.9
7	O=C(COC(=O)c1c(F)cccc1Cl)NC(=O)Nc1ccc2c(c1)OCCO2	2.4	13.1	.	1.6	1.1	.	-0.6
8	COc1cc(OC)nc(NC(C)=O)n1	-4.3	-6.0	2.7	.	-3.5	0.3	.
9	COc1ccc(Cl)cc1-c1cc(C(=O)Nc2ccc(F)cc2)[nH]n1	-6.9	2.2	.	-2.0	2.1	10.7	-1.5
10	c1ccc(CSc2nnc(-c3ccccc3)c(-c3ccccc3)n2)cc1	-2.5	-0.4	14.7	-3.7	2.8	0.8	6.7

Two of these compounds in a different format.
(7) O=C(COC(=O)c1c(F)cccc1Cl)NC(=O)Nc1ccc2c(c1)OCCO2
(5) c1ccc(CCNc2cc(-c3ccc4ccccc4c3)nc3ccnn23)nc1
assay / entry,7,5
C2C12 statin,2.4,7.9
esBAF inh,13.1,4.1
ARNT TACC3 PPI,.,.
ERp5 inh,1.6,-2.8
Cneo AK release,1.1,4.8
miR-122 sensor,.,-3.8
SIRT5 block,-0.6,-0.8

New compounds follow.
No.	compound	C2C12 statin	esBAF inh	ARNT TACC3 PPI	ERp5 inh	Cneo AK release	miR-122 sensor	SIRT5 block
11	CC1Cc2cc(S(=O)(=O)NCc3ccccc3)ccc2N1C(=O)C1CC1 (stereo not drawn)	1.1	26.0	-4.6	-3.2	3.8	.	-5.3
12	CC(C)C(=O)Nc1ccc2c(c1)C(=O)N(C)[C@H]1CC[C@H](CC(=O)NCCc3ccccc3)O[C@@H]1CO2	14.9	2.1	2.1	.	-1.3	-26.7[16.7 µM]	.
13	CC(=O)NC(=S)Nc1ccccc1N1CCN(C(=O)c2ccccc2)CC1	-1.2	-1.2	8.9	9.8	0.3	1.5	-2.3
14	CNC(=O)N/N=C(\N)c1ccccn1	-0.4	18.0	44.0	1.6	-4.9	-10.8	6.2
15	COc1ccccc1NC(=O)C(C)OC(=O)/C=C/c1ccc2ccccc2n1 (stereo not drawn)	.	.	3.8	-0.1	.	.	-1.5
16	CCCn1c(C)cc(=O)c2cc(NC(=O)c3ccccn3)ccc21	-19.9	-2.7	-6.8	.	-1.8	-0.7	.
17	O=C(NNC(=S)NC(=O)c1cccnc1)c1ccc(F)cc1	-7.1	-0.6	28.3	3.9	-0.2	-3.6	.
18	Cc1ccc(OC(=O)c2ccc(C)c(C)c2)cn1	1.0	7.8	4.4	.	15.6	-3.7	.
19	C[C@H](CO)N1C[C@H](C)[C@@H](CN(C)S(=O)(=O)c2cccs2)Oc2c(NC(=O)C3CCCCC3)cccc2C1=O	-3.2	-3.3	4.1	-1.7	-1.5	40.4	-5.0
20	Nc1ccccc1C(=O)N1O[C@@H]2C=C[C@H]1C2	1.7	5.8	.	5.8	2.8	-4.7	.

Additional entries:
No.	compound	C2C12 statin	esBAF inh	ARNT TACC3 PPI	ERp5 inh	Cneo AK release	miR-122 sensor	SIRT5 block
21	CCOc1ccc(C(=O)/C=C/c2cc(OC)c(OC)c(OC)c2)cc1	2.8	-5.7	1.2	-2.0	-0.3	-3.6	-2.1
22	COc1ccc2oc(C(=O)OCC(=O)NCC3CCCO3)c(C)c2c1 (stereo not drawn)	3.2	11.6	-4.6	0.1	-0.8	.	-8.6
23	CCOC(=O)c1c(-c2ccc(F)cc2)csc1/N=C/N(C)C	2.7	-10.5	25.8	0.4	-0.2	-7.3	2.8
24	COC(=O)C[C@H]1c2ccccc2S(=O)(=O)N1C(C)C	3.2	-14.7	-4.2	-2.5	4.5	-2.3	-3.5
25	COc1ccc(CNC2CCCc3ccccc32)c(OC)c1 (stereo not drawn)	-9.7	-3.2	-19.1	2.8	-0.8	5.0	1.1
26	COc1ccc(S(=O)(=O)N2CCCOC2CNC(=O)C(=O)NCCCn2ccnc2)cc1 (stereo not drawn)	-3.9	1.2	.	2.4	-2.9	6.9	1.1
27	CCc1cnc(Nc2nc(C(N)Cc3ccc(Cl)cc3)cs2)nc1 (stereo not drawn)	3.0	-11.4	.	1.9	1.0	-2.3	.
28	CCC(=O)N1CCc2cc(S(=O)(=O)CCC(=O)NCc3ccco3)ccc21	.	.	-4.5	-5.6	.	.	-1.3
29	CN(C)CC(=O)Nc1ccc2c(c1)[C@H]1C[C@@H](CC(=O)NCCc3ccccc3)O[C@H](CO)[C@H]1O2	1.9	-4.9	-9.0	-0.4	-1.1	-4.2[16.7 µM]	-0.9
30	CC1=C(C#N)CCC(=O)N1Cc1c(C)cc(C)cc1C	3.7	-2.1	-38.6	.	6.8	-3.1	.

Next part.
No.	compound	C2C12 statin	esBAF inh	ARNT TACC3 PPI	ERp5 inh	Cneo AK release	miR-122 sensor	SIRT5 block
31	Cc1ccc(Cn2cccc(NC(=O)CCC3CCCC3)c2=O)cc1	-3.1	4.7	-3.2	-1.9	-3.5	0.0	-2.6
32	CS(=O)(=O)N(CC(=O)NCc1ccccc1)Cc1ccc(Cl)cc1	-0.9	-8.0	-8.4	.	0.0	0.7	.
33	O=C(c1cc(-c2ccccn2)nc2ccc(Cl)cc12)N1CCN(CCc2ccccc2)CC1	.	.	-6.5	-2.3	.	.	-1.2
34	CCN1[C@@H]2c3ccc(-c4cccc(F)c4)c(=O)n3C[C@@H]2[C@@H](CO)[C@@H]1C(=O)N[C@@H](C)c1ccccc1	21.0	-4.6	-9.9	3.9	1.0	5.6[16.7 µM]	-10.2
35	CC1=C(C(=O)OCc2ccccc2)N2C(=O)[C@@H](NC(=O)COc3ccccc3)[C@H]2SC1	6.4	-1.7	-10.0	7.8	0.7	-1.2	-3.7
36	Cc1csc(NC(=O)c2ccc(Br)s2)n1	4.4	56.8*	3.0	2.1	0.0	-2.0	-7.3
37	COc1ccc(CNC(=O)N2CCN(S(=O)(=O)c3ccccc3)CC2)cc1	1.6	1.7	26.2	-0.6	-0.7	-8.4	-1.4
38	Cc1ccc(C(=O)NCCCn2ccnc2)cc1C	-10.3	-2.8	.	-5.0	4.6	2.7	-2.9
39	CCCN1C[C@H](C)[C@H](OC)CN(C)C(=O)c2cc(NC(=O)c3ccccc3F)ccc2OC[C@H]1C	-13.5	-2.2	-17.5	-0.9	-2.4	10.8[16.7 µM]	-2.6
40	O=C(Nc1ccc(F)cc1)C1COc2ccccc2O1 (stereo not drawn)	11.0	33.0	-0.6	4.8	0.8	2.0	-1.9

More results follow.
No.	compound	C2C12 statin	esBAF inh	ARNT TACC3 PPI	ERp5 inh	Cneo AK release	miR-122 sensor	SIRT5 block
41	CCN(CC)S(=O)(=O)c1ccc(=O)[nH]c1	.	.	-0.8	3.7	.	.	-3.1
42	CCOC(=O)c1c(C)n(C)c2ccc(O)c(CN3CCN(C)CC3)c12	15.3	-4.5	-0.2	.	.	5.1	.
43	COc1ccc(-c2nn(-c3ccccc3)cc2CNCCN2CCOC2=O)c(F)c1	.	.	-1.7	-1.4	.	.	-3.5
44	Cc1ccc(C(=O)NC2CCS(=O)(=O)C2)cc1S(=O)(=O)N1CCOCC1 (stereo not drawn)	10.0	-0.4	-95.0	.	2.7	3.1	.
45	Cc1ccccc1OCC(=O)NNC(=S)NC(=O)c1ccccc1[N+](=O)[O-]	-3.5	-23.3	-0.7	1.6	-3.5	-3.9	-0.5
46	O=C(c1ccccc1)c1cccc[n+]1[O-]	6.3	-5.4	-6.2	1.0	-1.9	1.9	-1.1
47	CCOC(=O)C(CC)Sc1ncnc2nc[nH]c12 (stereo not drawn)	-0.8	-1.4	2.6	.	1.9	16.9	.
48	CCOc1ccc(S(=O)(=O)N2CCN(C(=O)c3cc4c(s3)CCCC4)CC2)cc1	.	.	-10.0	.	-0.7	-8.3	.
49	CCC(C)NC(=O)CN1C(=O)CC(C)(C)S(=O)(=O)c2ccccc21 (stereo not drawn)	-8.6	-1.8	.	2.7	1.8	-4.9	-4.6
50	CCOC(=O)C1CCCN(c2c(NCCc3ccc(C)cc3)c(=O)c2=O)C1 (stereo not drawn)	-7.2	0.8	-9.2	1.5	-0.3	-5.5	-0.7

Carrying on.
No.	compound	C2C12 statin	esBAF inh	ARNT TACC3 PPI	ERp5 inh	Cneo AK release	miR-122 sensor	SIRT5 block
51	C[C@@H]1CN([C@H](C)CO)C(=O)c2cc(C#CC3CC3)cnc2O[C@@H]1CN(C)Cc1ccccc1C(=O)O	7.0	0.0	5.5	10.8	2.7	-0.1[16.7 µM]	4.4
52	CC(=O)c1cccc(NC(=O)C2(C)Cc3c(-c4cccc(C(F)(F)F)c4)ccnc3O2)c1 (stereo not drawn)	7.1	7.1	.	3.8	-0.2	-5.8	0.5
53	CCCCOC(=O)c1ccc(NC(=O)C(CCS(C)(=O)=O)NC(C)=O)cc1 (stereo not drawn)	.	4.5	-2.2	.	-0.2	-0.5	.
54	CCN1C(=O)[C@H]2[C@@H](c3ccc(-c4ccc(OC)cc4)c(OC)c3)N[C@@](C)(C(=O)OC)[C@H]2C1=O	0.9	-7.7	-4.9	3.3	-1.3	-11.0	.
55	O=C(Cc1ccc(S(=O)(=O)N2CCCC2)s1)N1CCN(c2ccccc2)CC1	.	.	-16.0	-6.9	.	.	0.9
56	O=C(c1cc2ccccc2oc1=O)N1CCN(c2ccccn2)CC1	9.9	-0.8	.	.	1.1	-6.7	.

Among those listed so far, these have fluorine:
No.	compound	C2C12 statin	esBAF inh	ARNT TACC3 PPI	ERp5 inh	Cneo AK release	miR-122 sensor	SIRT5 block
7	O=C(COC(=O)c1c(F)cccc1Cl)NC(=O)Nc1ccc2c(c1)OCCO2	2.4	13.1	.	1.6	1.1	.	-0.6
9	COc1ccc(Cl)cc1-c1cc(C(=O)Nc2ccc(F)cc2)[nH]n1	-6.9	2.2	.	-2.0	2.1	10.7	-1.5
17	O=C(NNC(=S)NC(=O)c1cccnc1)c1ccc(F)cc1	-7.1	-0.6	28.3	3.9	-0.2	-3.6	.
23	CCOC(=O)c1c(-c2ccc(F)cc2)csc1/N=C/N(C)C	2.7	-10.5	25.8	0.4	-0.2	-7.3	2.8
34	CCN1[C@@H]2c3ccc(-c4cccc(F)c4)c(=O)n3C[C@@H]2[C@@H](CO)[C@@H]1C(=O)N[C@@H](C)c1ccccc1	21.0	-4.6	-9.9	3.9	1.0	5.6[16.7 µM]	-10.2
39	CCCN1C[C@H](C)[C@H](OC)CN(C)C(=O)c2cc(NC(=O)c3ccccc3F)ccc2OC[C@H]1C	-13.5	-2.2	-17.5	-0.9	-2.4	10.8[16.7 µM]	-2.6
40	O=C(Nc1ccc(F)cc1)C1COc2ccccc2O1 (stereo not drawn)	11.0	33.0	-0.6	4.8	0.8	2.0	-1.9
43	COc1ccc(-c2nn(-c3ccccc3)cc2CNCCN2CCOC2=O)c(F)c1	.	.	-1.7	-1.4	.	.	-3.5
52	CC(=O)c1cccc(NC(=O)C2(C)Cc3c(-c4cccc(C(F)(F)F)c4)ccnc3O2)c1 (stereo not drawn)	7.1	7.1	.	3.8	-0.2	-5.8	0.5
